Bioassay records: PubChem, National Center for Advancing Translational Sciences (NCATS)
SW480 rereplic – DNA re-replication induction in SW480 cells; SW480 DNA re-replication, Hoechst DNA content imaging, 48 h; Potency, µM (highest dose often 46.1 µM), without a hit: top-dose re-replication activation, actives largely listed as activators; 1.8% of 340,000 active; also: potency is read from the fitted curve at half-maximal effect; % of control where 0% means no effect; nearly all actives have a fitted effect of over 55% in size
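Hoechst fluorescence of nuclei (405 nm excitation, 500-530 nm emission) measured by plate-scanning imager after 48 hr compound exposure at 37 C; re-replication scored as increased number of nuclei with elevated intensity.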
MCF10A rereplic – DNA re-replication induction in MCF 10a cells; MCF 10A DNA re-replication, Hoechst nuclear intensity, 48 h; Potency, µM (highest dose often 46.1 µM), inactives show top-dose activity, positive = re-replication, most hits filed as activators; 2.9% of 350,000 active; AID 624296; also: potency is read from the fitted curve at half-maximal effect; % of control where 0% means no effect; nearly all actives have a fitted effect of over 50% in size
ATXN2 expr inh – reduces ATXN2 reporter expression in HEK-293 cells. HEK-293 ATXN2-luciferase reporter, luminescence, 24 h. Potency, µM (titrated, usually from 57 µM), for the others: at the top dose activity change, negative = inhibition, most hits filed as inhibitors. 0.72% of 360,000 active. AID 1745845; also: potency is read from the fitted curve at half-maximal effect; % is scaled to controls: 0 for no effect and ±100 for the full control effect; nearly all actives have a fitted effect of over 55% in size
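ATXN2-luciferase reporter cells (luciferase flanked by upstream and downstream ATXN2 gene portions) were treated 24 h at 37 °C with compounds at up to 57 uM. SteadyGlo luminescence gave expression; GF-AFC fluorescence gave viability.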
HT1080-NT tox – kills 2HG-producing HT-1080-NT fibrosarcoma cells | HT-1080-NT fibrosarcoma viability, CellTiter-Glo ATP luminescence, 48 h | 1.6% of 360,000 active | AID 686970 | Potency, µM (top dose mostly 46.1 µM), without a hit: at the highest dose activity, negative = less viability, actives largely listed as cytotoxic;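 also: NT is the 2HG producing partner of a matched IDH1 knockdown line; potency is read from the fitted curve at half-maximal effect; 0% = DMSO-treated cells and -100% = media-only wells without cells; nearly all actives have a fitted effect of over 55% in size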
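HT-1080-NT fibrosarcoma cells (2HG-overproducing), 750 cells/well in RPMI with 5% FBS, dosed after 2 h and incubated 48 h at 37C. CellTiter-Glo luminescence normalized to DMSO and no-cell wells; concentration-response curves fitted and classed.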
HepG2 viability – kills HepG2 cells in TGF-b inhibitor counter-screen | 0.76% of 410,000 active | HepG2 CAGA-GFP viability, ATP luminescence, 18 h | Potency, µM (top dose mostly 46.1 µM), inactives show top-dose activity change, negative = cytotoxicity, most hits filed as cytotoxic; also: potency is read from the fitted curve at half-maximal effect; some results filed as inactive show a strong effect at the top dose
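HepG2 CAGA-GFP cells (1000/well, DMEM with 1% FBS) received compound, then TGF-beta at 500 pg/mL final, and were incubated 18 hours at 37 degrees C. Viability was read by CellTiter-Glo luminescence. Media-only wells were set as complete cell-killing and DMSO as no toxicity.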
ATXN viability – reduces viability in counter-screen for ATXN expression inhibitors. S2 cells (HEK-293 line with an ATXN2-luciferase reporter) viability, CellTiter-Fluor protease fluorescence, 24 h. Potency, µM (doses to about 56.7 µM), actives largely listed as cytotoxic. 0.49% of 400,000 active; also: potency is read from the fitted curve at half-maximal effect; nearly all actives have a fitted effect of over 40% in size
IL1B secr inh – blocks inflammasome-driven IL-1 beta release | 4.7% of 360,000 active | THP-1 LPS/ATP IL-1B secretion, AlphaLISA, 16 h; active compounds read low | AID 743279 | activity change, % at 57.5 µM; in the data active = activity change below about -50%; inconclusive = mostly about -30% to -49%; also: % is scaled to controls: 0 for no effect and ±100 for the full control effect
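THP-1 cells pretreated 1 hr with compounds (up to 57.5 uM final), then stimulated with LPS (250 ng/mL final) plus ATP (1.25 mM final); secreted IL-1B measured by AlphaLISA after 16 hr, decreased signal indicating inhibition.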
HT1080 IDH1KD tx – toxicity to HT-1080 IDH1 knockdown cells (counter line); Potency, µM (titrated, usually from 46.1 µM), without a hit: at the top dose activity, negative = toxicity, usual class: cytotoxic; HT-1080 IDH1 knockdown viability, ATP luminescence, 48 h; 2% of 360,000 active; AID 686971;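 also: potency is read from the fitted curve at half-maximal effect; 0% = DMSO wells and -100% = cell-free medium wells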
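Viability of IDH1-knockdown HT-1080 fibrosarcoma cells was assessed by CellTiter-Glo after 48 h at 37 °C with titrated compound; concentration-effect curves were classified by fit quality and response size.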
KB-3-1 tox – KB-3-1 parental cell cytotoxicity. KB-3-1 viability, CellTiter-Glo ATP luminescence, 72 h. Potency, µM (top dose mostly 46.1 µM), for the others: top-dose activity change, negative = cytotoxic, usual class: cytotoxic. 1.4% of 400,000 active. AID 1347075; also: potency is read from the fitted curve at half-maximal effect; % is scaled to controls: 0 for no effect and ±100 for the full control effect; nearly all actives have a fitted effect of over 60% in size
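72 h, 37 °C compound treatment of KB-3-1 parental cells; CellTiter-Glo added, 10 min, luminescence read. Data corrected against DMSO-only plates and normalized before curve fitting.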
* hit, by the source's call; i = inactive; ? = inconclusive; · = no result given; & = joins results of further samples; [ ] = dose if it differs, or a comment. Unless noted, calls follow the shape of the dose curve; as a rule, active = well fitted curve in the direction sought with a large enough effect; inconclusive = small, poorly fitted or top-dose-only effect, or another doubt; inactive = no such curve, though single readings can be large; an effect the other way counts as inactive or inconclusive.

SMILES	SW480 rereplic	MCF10A rereplic	ATXN2 expr inh	HT1080-NT tox	HepG2 viability	ATXN viability	IL1B secr inh	HT1080 IDH1KD tx	KB-3-1 tox
CC1(C)CC(=O)C2=C(C1)N(Cc1ccccc1)C(=O)C2(NC(=O)C(C)(C)C)C(F)(F)F (stereo unspecified)	-0.1%	-0.1%	2.5%	-7.1%	-1.3%	i	-8.3	-5.1%	-5.9%
O=C(Cn1cc(S(=O)(=O)N2CCCC2)c(S(=O)(=O)N2CCCC2)c1)Nc1ccccc1	·	·	-0.5%	·	-0.5%	i	·	·	?
COc1cccc(/C=N/NC(=O)c2cc(-c3ccccn3)nc3ccccc23)c1O	1.64µM*	-2.7%	5.01µM*	?	-2.9%	?	87.2	?	?
CC1Cc2ccccc2N1C(=O)CSc1nc2ccccc2o1 (stereo unspecified)	-2.0%	28.7%	46.9%[activator]	10.4%	-6.5%	?	-7.0	10.5%	14.7%
O=C(NCc1ccc(Cl)cc1)C(=O)N/N=C/c1ccc(Br)cc1	-11.5%	19.7%	24.3%	0.6%	13.8%	i	-3.5	-6.3%	-1.9%
CCOC(=O)C(CC)Sc1nc(N)c(NC(=O)c2ccc(OC)c(OC)c2)c(=O)[nH]1 (stereo unspecified)	-5.0%	1.2%	-19.0%	6.3%	-21.6%	?	-1.3	15.1%	3.3%
CCCNS(=O)(=O)c1ccc(OCC(=O)Nc2ccc3c(c2)OCCO3)cc1	12.6%	0.3%	-6.9%	6.2%	-1.5%	i	12.6	-16.3%	6.5%
Cc1ccc(S(=O)(=O)Cc2cccc(C(=O)N3CCOCC3)c2)cc1	-6.6%	5.0%	-7.3%	13.7%	14.2%	i	2.1	17.9%	15.0%
C=CCCN(C(CC(C)C)C(=O)OC)S(=O)(=O)c1ccccc1Br (stereo unspecified)	-1.7%[9.22 µM]	?	3.2%	10.1%	-28.3%&-14.1%	i	37.9	8.0%	-8.9%
CCN(CCCNC(=O)CCn1c(=O)[nH]c2ccccc2c1=O)c1ccccc1	-4.2%	-0.3%	-3.8%	14.2%	-8.0%	i	1.6	0.0%	11.7%
O=C(Nc1cccc(NC(=O)c2ccc(Cl)cc2Cl)c1)c1cccnc1	-1.3%	9.7%	-19.1%	-15.3%	-19.4%	i	-53.9*	-5.2%	-5.6%
COc1ccccc1N(C)S(=O)(=O)c1ccc(Cl)c(C(=O)N2CCC2)c1	-10.0%	9.5%	-3.3%	1.3%	-6.7%	i	16.6	0.1%	-7.0%
Cc1ccccc1OCC(O)CN (stereo unspecified)	1.8%	-1.6%	-29.6%	-0.8%	-18.5%	i	-6.6	3.9%	-0.1%
COC(=O)c1ccc(NC(=S)NC2CCc3ccccc32)cc1 (stereo unspecified)	?	?	1.7%	-17.7%	-14.8%	i	46.8	-5.8%	4.5%
N#CC(C#N)=Cc1cccn1-c1ccc(C(=O)O)cc1	0.4%	11.2%	-22.5%	13.9%	9.8%	i	-9.0	13.1%	2.7%
COc1cccc(-c2cc(N3C(=O)Nc4ccccc4N3O)n[nH]2)c1	-7.2%	1.1%	-4.8%	11.0%	-22.1%	?	14.3	9.6%	5.7%
O=C(NC(=S)Nc1ccccc1Cl)c1cncc(C#Cc2ccccc2)c1	-6.4%	16.4%	-2.4%	17.1%	-10.0%	i	2.0	16.6%	4.1%
O=S(=O)(c1ccc(-c2ccon2)s1)N1CCOCC1	0.581µM*	19.1%	5.1%	5.4%	-3.5%	i	2.3	2.1%	-3.0%
CC(C)C(=O)NC(=S)/C=C1/N(C)c2ccccc2C1(C)C	0.4%	7.8%	-12.4%	0.0%	-27.2%	?	-2.6	?	-20.3%
O=S(=O)(NCCSc1nnc(-c2ccco2)n1-c1ccccc1)c1ccccc1	-3.4%	11.3%	-9.0%	-7.4%	-0.4%	i	-13.4	?	-9.4%

Single records, from the list above. Screens in order: SW480 rereplic	MCF10A rereplic	ATXN2 expr inh	HT1080-NT tox	HepG2 viability	ATXN viability	IL1B secr inh	HT1080 IDH1KD tx	KB-3-1 tox
O=S(=O)(c1ccc(-c2ccon2)s1)N1CCOCC1 is listed as 0.581µM*	19.1%	5.1%	5.4%	-3.5%	i	2.3	2.1%	-3.0%
Cc1ccccc1OCC(O)CN (stereo unspecified) is listed as 1.8%	-1.6%	-29.6%	-0.8%	-18.5%	i	-6.6	3.9%	-0.1%

Remaining list, next part
SMILES	SW480 rereplic	MCF10A rereplic	ATXN2 expr inh	HT1080-NT tox	HepG2 viability	ATXN viability	IL1B secr inh	HT1080 IDH1KD tx	KB-3-1 tox
Cc1sc2ncnc(N3CCN(Cc4ccccc4)CC3)c2c1-c1ccccc1	9.5%	16.4µM*	-27.7%	3.5%	5.1%	i	-56.0*	12.8%	?
COc1cccc(-c2noc(COc3cccc(C)c3C)n2)c1	·	·	42.3%[activator]	·	-19.3%	i	·	·	-2.0%
C1CCC(OCCN2CCN(CCOC3CCCCC3)CC2)CC1	15.3%	3.0%	-3.6%	2.9%	-3.6%	i	6.6	5.9%	-10.8%
N#CCc1nc(C(c2ccccc2)c2ccccc2)no1	3.1%	?	-12.0%	4.9%	15.5%	·	?	4.8%	3.3%
COc1ccc(-c2nc3c(c(SCc4cc(C)ccc4C)n2)Cc2c(CO)cnc(C)c2O3)cc1	·	·	1.0%	·	2.0%	i	·	·	-5.5%
COc1cc2c(c(OC)c1OC)-c1c(cc3c(c1O)OCO3)C[C@@H](C)[C@@H](C)C2	-3.4%	?	-10.1%	-27.4%	-39.1%	i	-3.8	-15.9%	-15.0%
CC(C)=CCOc1ccc2c(C)c(CC(=O)N3C[C@H]4C[C@@H](C3)c3cccc(=O)n3C4)c(=O)oc2c1C	4.0%	-4.4%	-1.4%	-7.9%	-15.6%	i	2.0	-4.4%	0.0%
CCCCCn1c(=O)[nH]c2cc(C(=O)NCCc3ccc(OC)c(OC)c3)ccc2c1=O	14.6%	-1.4%	-0.3%	-12.4%	-0.3%	i	-22.1	-5.4%	-5.9%
NC(=O)CSc1nnnn1-c1ccc(OC(F)(F)F)cc1	-4.5%	5.5%	-4.7%	-0.7%	4.7%	i	1.1	6.3%	8.7%
C[C@]12CCC(=O)C=C1CC[C@@H]1[C@@H]2[C@@H](O)C[C@@]2(C)[C@H]1CC[C@]2(O)C(=O)COC(=O)CCC(=O)O	-6.2%&-14.6%&-21.0%	2.0%&6.9%&-7.4%	-0.3%&2.5%&2.9%	?	3.5%&-7.8%	i	?	28.6%&14.1%	0.0%&0.0%
Cc1cccnc1CCNCc1c(C(=O)N2C[C@@H](C)O[C@@H](C)C2)nc2ccc(Cl)cn12	12.3%	4.7%	-10.0%	-1.7%	-7.9%	i	-7.5	-22.3%	7.5%
Cc1ccc(C(=O)N2CCC(n3nccc3NC(=O)Nc3cccc(F)c3)CC2)cn1	1.4%	-0.4%	3.4%	0.6%	14.0%	i	8.1	13.2%	13.3%
CNc1ccccc1C(=O)OC	-7.7%	-5.4%	-3.0%	-2.5%	-16.1%	i	-5.2	-0.7%	1.9%
OCc1cnc(SCc2ccccc2F)n1Cc1ccc(F)cc1	·	·	-0.3%	·	-3.7%	i	·	·	-5.7%
COc1ccc(Cl)cc1NC(=O)CN(C)C1CCCCC1	8.1%	0.3%	-6.9%	-12.0%	-0.4%	i	-11.1	-7.9%	-10.7%
COc1ccc(-c2c3c(nc4sc(C(=O)Nc5ccccc5F)c(N)c24)CC(C)(C)CC3=O)cc1	·	·	12.3%	·	-2.0%	i	·	·	-3.4%
Cc1ccc(S(=O)(=O)CCC(=O)OCC(=O)N(Cc2ccccc2)C(C)C)cc1	-4.3%	1.5%	8.7%	10.9%	-1.4%	i	2.5	5.9%	21.3%
CN(C)c1ccc(/C=N/NC(=O)c2cc(=O)[nH]c3ccccc23)cc1	-9.6%	-1.7%	·	-3.3%	-21.9%	i	-3.4	-4.2%	-11.5%
CCCSC1=C(C#N)C(c2ccccc2C)C(C(=O)OC)C(=O)N1 (stereo unspecified)	3.0%	-11.0%	-4.8%	-24.9%	-29.0%	i	-5.2	-16.8%	-11.5%
COc1cc(/C=C2\C(=O)N(CCC#N)N=C2C)ccc1OCC(=O)Nc1ccccc1	?	?	-2.9%	-2.6%	-31.5%	i	-60.8*	-11.2%	8.9%
COc1cccc(N2CCN(C(=O)CN3C(=O)NC(C)(c4ccc5ccccc5c4)C3=O)CC2)c1 (stereo unspecified)	-15.1%	21.2%	?	-11.8%	-0.9%	?	-14.2	-5.6%	-2.0%
CC1(C)CCCN(C(=O)c2coc(=O)c(Br)c2)C1	-5.5%	17.5%	13.2%	-4.4%	0.4%	i	10.9	-12.4%	10.5%

Random excerpt: four records from the list.
SMILES	SW480 rereplic	MCF10A rereplic	ATXN2 expr inh	HT1080-NT tox	HepG2 viability	ATXN viability	IL1B secr inh	HT1080 IDH1KD tx	KB-3-1 tox
COc1cc(/C=C2\C(=O)N(CCC#N)N=C2C)ccc1OCC(=O)Nc1ccccc1	?	?	-2.9%	-2.6%	-31.5%	i	-60.8*	-11.2%	8.9%
C[C@]12CCC(=O)C=C1CC[C@@H]1[C@@H]2[C@@H](O)C[C@@]2(C)[C@H]1CC[C@]2(O)C(=O)COC(=O)CCC(=O)O	-6.2%&-14.6%&-21.0%	2.0%&6.9%&-7.4%	-0.3%&2.5%&2.9%	?	3.5%&-7.8%	i	?	28.6%&14.1%	0.0%&0.0%
OCc1cnc(SCc2ccccc2F)n1Cc1ccc(F)cc1	·	·	-0.3%	·	-3.7%	i	·	·	-5.7%
COc1cccc(-c2noc(COc3cccc(C)c3C)n2)c1	·	·	42.3%[activator]	·	-19.3%	i	·	·	-2.0%
